# KKLEB tox: CF airway cell cytotoxicity counter-screen; KKLEB CF airway cells viability, ATPlite luminescence, overnight; hits give low values; cells stimulated with P. aeruginosa culture filtrate; hit rate 0.36% among 360,000; activity change (cytotoxicity), % at 5 µM; AID 602141;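 active means corrected activity change at or below -50% at 5 µM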
# Peg3 prom inh: Peg3 promoter activity inhibition. HeLa PEG-Prom luciferase reporter, luminescence, overnight. inhibition, % at 20 µM. hit rate 1.7% among 360,000. AID 588405;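 active means inhibition of at least 50% at 20 µM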
# TROY NFkB inh: inhibitors of TROY-dependent NF-kB signaling; Q293 LMP1-TROYcd NF-kB luciferase reporter, 4 h; inhibition, % at 10 µM; hit rate 0.98% among 360,000; AID 1347056;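 active means compounds whose plate-normalised and pattern-corrected inhibition of the luciferase reporter signal at the single screening dose is 50% or more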
# Shn3 inh set2: inhibitors of Schnurri-3 3'UTR reporter in osteoblasts. Clone20 osteoblast Shn3 3'UTR firefly luciferase, 24 h. inhibition, % at 12.5 µM. hit rate 0.52% among 360,000;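 active means mean inhibition of at least 75% with every replicate also reaching 75%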;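 further: 0% = median of neutral control wells and 100% = pilot-screen positive control compound; some compounds past the cut are filed as inactive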
# NR2E3 ag-1: human photoreceptor-specific nuclear receptor agonism; Q9Y5X4; CHO-S Gal4-NCOR/VP16-NR2E3 two-hybrid, luciferase; inhibition of corepressor binding, % at 3.98 µM; hit rate 0.35% among 360,000; AID 602229;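 active means inhibition above the mean of all tested compounds plus 3 SD, cut at about 70% in these data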;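 further: 0% = DMSO with NR2E3 transfected cells and 100% = cells lacking NR2E3 construct; higher means lower luciferase signal from less NR2E3 corepressor binding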
# Target sequence (Q9Y5X4 whole entry, looked up, the tested form may be a part): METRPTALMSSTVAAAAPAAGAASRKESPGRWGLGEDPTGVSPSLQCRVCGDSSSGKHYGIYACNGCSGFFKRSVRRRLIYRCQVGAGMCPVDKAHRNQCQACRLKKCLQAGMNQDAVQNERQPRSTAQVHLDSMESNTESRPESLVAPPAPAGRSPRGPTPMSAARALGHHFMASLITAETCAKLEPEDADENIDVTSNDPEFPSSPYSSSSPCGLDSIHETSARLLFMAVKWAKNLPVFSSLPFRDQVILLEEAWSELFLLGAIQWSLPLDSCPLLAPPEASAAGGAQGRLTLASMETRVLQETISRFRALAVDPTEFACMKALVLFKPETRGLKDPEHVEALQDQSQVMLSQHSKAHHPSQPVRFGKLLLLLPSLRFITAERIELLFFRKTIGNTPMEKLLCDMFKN
# NR2E3 ag-2: agonists of human nuclear receptor NR2E3; Q9Y5X4; GST-NR2E3/biotin-RetCOR TR-FRET, 1536-well; inhibition of corepressor binding, % at 4.78 µM; hit rate 0.12% among 320,000; AID 2300;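 active means percent inhibition above the cutoff of mean plus 3 SD of all tested compounds, set per screening campaign, cut at about 20% in these data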;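 further: 0% = DMSO wells and 100% = biotin wells as full block of FRET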
#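 Assay system: NR2E3–RetCOR corepressor complex. Quantity: 1.35 nM GST-NR2E3. Buffer or medium: pH 7.5 Tris-based buffer. Reagent: biotinylated RetCOR corepressor at 7 nM final. Schedule: 5 h at 4 °C. Detection: TR-FRET, emission read at 617 and 671 nm. Replicates: one well per compound, singlicate testing.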
# TRPM1 prom inh: MITF TRPM1 promoter inhibition in SK-MEL-5 cells; inhibition, % at 12.5 µM; SK-MEL-5 TRPM1 promoter luciferase, 24 h; hit rate 0.83% among 330,000; AID 488899;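 active means mean inhibition across replicates of 60% or more, whatever share of single replicates reaches that level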; further: values of inactives mirror those of a sister screen read the other way
# TWEAK Fn14 block: blocks TWEAK-Fn14 interaction in a reporter cell assay. TWEAK-stimulated Fn14 reporter cells, luciferase luminescence, 8 h. inhibition, % at 10 µM. hit rate 2% among 360,000. AID 1159606; in the data active means inhibition above about 50%
# HIF-2a block: inhibitors of HIF-2a | 786-0 RCC cells HIF-2a reporter, luciferase luminescence, overnight | inhibition, % at 18.8 µM | hit rate 0.72% among 360,000;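 active means inhibition of the luminescence signal of 40% or more relative to plate controls, in a single-dose primary screen at 18.75 µM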
# CF NFkB inh: inhibitors of cystic fibrosis induced NF-kB. inhibition, % at 5 µM. KKLEB NF-kB-GFP reporter, PAF-induced, GFP fluorescence overnight. hit rate 0.86% among 360,000. AID 588850;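 active means at least 50% inhibition at 5 µM, scaled per plate between neutral and stimulator controls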;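 further: PAF is a Pseudomonas aeruginosa culture filtrate used as stimulus; plate controls were PAF-stimulated DMSO wells for no effect and unstimulated DMSO wells for full effect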
# C8 TRAIL sens: caspase-8 TRAIL sensitization; AID 624354; inhibition (viability loss, TRAIL sensitization), % at 10 µM; hit rate 1% among 360,000; NB7+C8 cells + TRAIL, ATPlite viability luminescence;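 active means compounds causing at least 50% loss of cell viability in the single-dose screen, relative to plate controls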
# Active calls of the source: *; · = not tested or not shown. A portion of the library; the hit share may differ from the screen's.
# Every second line gives: KKLEB tox	Peg3 prom inh	TROY NFkB inh	Shn3 inh set2	NR2E3 ag-1	NR2E3 ag-2	TRPM1 prom inh	TWEAK Fn14 block	HIF-2a block	CF NFkB inh	C8 TRAIL sens
> COc1ccc(N(CC(=O)Nc2ccc(C)c(C)c2)S(=O)(=O)c2c(C)n[nH]c2C)cc1
→ 4	10	-5	12	3	1	9	5	20	-6	-2
> COc1cccc(NC(=S)NCc2cccnc2)c1
→ 1	1	-16	-17	29	3	16	-4	0	6	-15
> CS(=O)(=O)N(CC(=O)Nc1ccccc1C(=O)NCc1ccco1)c1ccc2c(c1)OCCO2
→ 2	24	20	1	16	5	-10	0	-10	7	11
> COc1ccccc1N1CCN(C(=O)CSc2nc3ccccc3o2)CC1
→ -6	-55	23	-24	-29	-7	-20	-12	-46	8	-13
> COC(=O)c1cc2ccsc2n1CC(=O)Nc1ccc(N(C)C)cc1
→ 2	0	-8	7	-23	1	13	-32	-7	6	-5
> O=C(Oc1ccc2c(=O)c(Oc3ccc4ccccc4c3)coc2c1)c1cncc(Br)c1
→ -10	7	8	-8	-4	6	2	-24	1	-10	2
> Cc1oc2cc3oc(=O)c(CC(=O)NCCC(=O)O)c(C)c3cc2c1C
→ 2	4	-24	-12	14	·	-13	-13	18	8	-25
> Cc1ccc(-n2ncc3c(=O)[nH]cnc32)c(C)c1
→ -9	0	-19	-2	16	4	3	-1	2	4	8
> CCOc1ccccc1C(=O)Nc1cc(C(=O)NCCc2ccccc2)ccc1Cl
→ 2	-32	-38	-36	-17	-2	-33	23	-61	-5	-13
> CCOC(=O)c1cnn(Cc2ccccc2Cl)c1N
→ -11	3	7	8	-14	-4	5	-14	1	7	5
> CCN1C(=O)/C(=C\N2CCN(C)CC2)SC1=S
→ 0	-3	-13	-18	-14	4	2	-36	-14	-2	-4
> COc1cc(NC(=O)CN2C(=O)COc3ccc(S(=O)(=O)N4CCCC4)cc32)cc(OC)c1
→ 2	7	3	3	-29	4	15	-5	10	2	-1
> CC(C)(C)NC(=O)CN(Cc1ccccc1)S(=O)(=O)c1ccccc1
→ -3	6	4	1	2	0	5	54*	14	25	13
> COC(=O)CN(C(=O)CSc1nnc(-c2cccc(OC)c2)o1)c1ccc(OC)cc1
→ -27	-14	-5	4	-2	-5	-3	-38	-20	14	7
> COc1cc(SC)ccc1C(=O)Nc1ccccn1
→ -40	-167	-7	-57	-174	1	-9	56*	-169	-4	77*
> O=C(N/N=C/C=C/c1ccccc1)c1cccc(Br)c1
→ 18	-48	-43	-4	-26	-2	-14	-19	-66	-33	8
> CC1(C)CCC(=O)N(c2ccccc2)C1=O
→ 3	-6	-2	10	23	-3	20	30	6	-28	-5
> c1ccc(-c2nn3c(-c4ccco4)nnc3s2)nc1
→ 13	-19	1	-12	-10	-1	-17	-7	-38	-49	-5
> Clc1cccc(Cl)c1CO/N=C/c1cccs1
→ 2	12	5	-7	-20	2	-2	-9	7	14	-10
> FC(F)(F)c1cc(C(F)(F)F)c2ccc(N3CCOCC3)nc2n1
→ -2	-6	-10	9	-20	-2	4	-7	10	12	-28

# Sorted by heavy-atom count (largest number first): 11 of the compounds above.
# Every second line gives: KKLEB tox	Peg3 prom inh	TROY NFkB inh	Shn3 inh set2	NR2E3 ag-1	NR2E3 ag-2	TRPM1 prom inh	TWEAK Fn14 block	HIF-2a block	CF NFkB inh	C8 TRAIL sens
> CS(=O)(=O)N(CC(=O)Nc1ccccc1C(=O)NCc1ccco1)c1ccc2c(c1)OCCO2
→ 2	24	20	1	16	5	-10	0	-10	7	11
> COc1cc(NC(=O)CN2C(=O)COc3ccc(S(=O)(=O)N4CCCC4)cc32)cc(OC)c1
→ 2	7	3	3	-29	4	15	-5	10	2	-1
> CCOc1ccccc1C(=O)Nc1cc(C(=O)NCCc2ccccc2)ccc1Cl
→ 2	-32	-38	-36	-17	-2	-33	23	-61	-5	-13
> COc1ccccc1N1CCN(C(=O)CSc2nc3ccccc3o2)CC1
→ -6	-55	23	-24	-29	-7	-20	-12	-46	8	-13
> Cc1oc2cc3oc(=O)c(CC(=O)NCCC(=O)O)c(C)c3cc2c1C
→ 2	4	-24	-12	14	·	-13	-13	18	8	-25
> CC(C)(C)NC(=O)CN(Cc1ccccc1)S(=O)(=O)c1ccccc1
→ -3	6	4	1	2	0	5	54*	14	25	13
> FC(F)(F)c1cc(C(F)(F)F)c2ccc(N3CCOCC3)nc2n1
→ -2	-6	-10	9	-20	-2	4	-7	10	12	-28
> COc1cc(SC)ccc1C(=O)Nc1ccccn1
→ -40	-167	-7	-57	-174	1	-9	56*	-169	-4	77*
> Cc1ccc(-n2ncc3c(=O)[nH]cnc32)c(C)c1
→ -9	0	-19	-2	16	4	3	-1	2	4	8
> Clc1cccc(Cl)c1CO/N=C/c1cccs1
→ 2	12	5	-7	-20	2	-2	-9	7	14	-10
> CC1(C)CCC(=O)N(c2ccccc2)C1=O
→ 3	-6	-2	10	23	-3	20	30	6	-28	-5

# Going on with the list:
# Every second line gives: KKLEB tox	Peg3 prom inh	TROY NFkB inh	Shn3 inh set2	NR2E3 ag-1	NR2E3 ag-2	TRPM1 prom inh	TWEAK Fn14 block	HIF-2a block	CF NFkB inh	C8 TRAIL sens
> Cc1cccc(C)c1NC(=O)CN(C)CC(=O)Nc1ccccc1Oc1ccccc1
→ -5	13	1	0	12	4	-2	52*	20	-1	-6
> Cc1ccc(S(=O)(=O)N2CCCC2C(=O)NCc2ccco2)cc1 (stereo not given)
→ 6	3	4	4	-2	1	0	3	10	2	-1
> O=C(N1CCN(Cc2ccc3c(c2)OCO3)CC1)C(Cl)(Cl)Cl
→ 3	-24	-6	4	-34	5	-3	-27	-18	-8	4
> COCCn1c(-c2ccccc2)nc2oc3ccccc3c(=O)c2c1=O
→ -3	-5	-11	9	-11	-1	-4	-21	-13	-13	-16
> Cc1ccc(N)c([N+](=O)[O-])c1
→ 2	-11	-3	16	15	0	-15	1	7	1	-19
> Cc1ccc(/C(N)=N/OC(=O)COc2cccc3ccccc23)cc1
→ 0	-39	-30	-13	-29	·	·	-15	-137	-10	4
> COc1ccc(Cl)cc1NC(=O)C/C(C)=N/NC(=O)c1ccccc1Cl
→ -6	5	-4	-9	-9	2	3	-14	19	24	2
> O=C(Nc1nc2cc3c(cc2s1)OCCO3)c1ccc([N+](=O)[O-])o1
→ -44	49	-27	-15	-17	3	35	32	-197	83*	69*
> Cc1ccc(OCC(=O)N2CCc3ccccc3C2)c(Br)c1
→ 8	-165	-41	-38	-11	-1	-38	-18	-239	-30	-26
> Cc1ccc2nc(N3CC(C)OC(C)C3)nc(-c3ccccc3)c2c1 (stereo not given)
→ 0	-9	-39	9	-11	6	13	18	-4	8	5
> CC(=O)c1ccc(-c2nc3ccccc3n2C)o1
→ 11	-117	-62	-13	-61	5	-26	-26	-130	-2	10
> O=C(Nc1nc2ccccc2n1CCN1CCOCC1)c1cn(-c2ccccc2)nc1-c1ccccc1
→ -19	84*	13	72	-10	-1	36	29	12	3	15
> C/C(=N\NC(=O)C1CCCC1)c1ccc(Cl)cc1Cl
→ 3	13	-21	-15	13	·	-1	-11	-15	14	-9
> Nc1nc(C2C(=O)CCCC2=O)cs1
→ 11	16	14	10	-4	4	-1	-8	6	2	-4
> O=C(NCC1CC1)c1cc2c(c(-c3cccc(-c4ccccc4F)c3)n1)[C@H](CCO)N(C(=O)CC1CC1)C2
→ ·	·	22	·	-3	·	·	7	-33	·	-12
> O=c1c2[nH]c3ccc(Cl)cc3c2ncn1Cc1ccccn1
→ -7	-2	25	-16	-10	·	3	-2	11	16	-1
> Cc1ccc(S(=O)(=O)N(Cc2n[nH]c(=S)n2-c2ccccc2)c2cccc(Cl)c2)cc1
→ 4	8	0	-8	-44	9	-3	10	6	10	-6
> O=C(c1ccco1)N1CCN(C(=S)NC2CC3CCC2C3)CC1 (stereo not given)
→ 8	3	-1	25	-27	-1	-4	30	11	-11	4
> Cc1ccc(-n2nnnc2SCC(=O)c2ccc3c(c2)NC(=O)CO3)c(C)c1
→ 4	14	20	-29	-1	1	11	-10	-6	6	-2
> COCC(=O)Nc1ccc(S(=O)(=O)NCC2CCCO2)cc1 (stereo not given)
→ 8	8	-1	-19	-8	3	4	-5	16	-16	14

# (continued)
# Every second line gives: KKLEB tox	Peg3 prom inh	TROY NFkB inh	Shn3 inh set2	NR2E3 ag-1	NR2E3 ag-2	TRPM1 prom inh	TWEAK Fn14 block	HIF-2a block	CF NFkB inh	C8 TRAIL sens
> COc1ccc(NC(=O)CC2C(=O)N(c3cccc(OC)c3)C(=O)N2Cc2ccco2)cc1 (stereo not given)
→ -45	5	-34	3	-22	-3	5	3	2	19	6
> O=C(NCc1ccncc1)c1ccc(Cl)c(S(=O)(=O)N2CCOCC2)c1
→ -2	-5	5	-6	-12	-1	-2	-3	13	19	-6
> COc1ccc(C(=O)NC(CC(=O)O)c2cc([N+](=O)[O-])ccc2Cl)cc1 (stereo not given)
→ 5	11	4	-16	-18	3	1	3	10	-31	-2
> COc1cc(OC)c(/C=N/NC(=O)c2ccc([N+](=O)[O-])cc2)cc1Br
→ 6	6	-2	-41	6	2	7	-19	0	9	-13
> Cc1c(C(=O)O)cccc1-c1ccc(/C=N/n2cnnc2)o1
→ 9	-169	-51	-5	-95	0	-27	-16	-47	-2	-1
> O=C(COC(=O)CC(NC(=O)c1ccccc1Cl)c1ccccc1)Nc1cccc(F)c1 (stereo not given)
→ -1	6	3	-13	11	3	-3	4	25	8	-3
> O=C(CCNC(=O)N1CC(=O)Nc2ccccc21)NCc1ccc(Cl)cc1
→ -7	4	-16	-29	-24	·	·	4	7	8	-14
> COc1ccc2cc(C(N)=O)/c(=N/NC(=O)c3ccco3)oc2c1
→ 2	-39	-8	-20	0	-4	-10	-18	-70	-28	3
> CNC(=O)Cn1nc(-c2ccc(C)c(S(=O)(=O)N(C)C)c2)c2ccccc2c1=O
→ -4	-12	0	9	-3	3	1	1	12	0	11
> CCOc1ccccc1NC(=O)C(CC)Sc1nc2ccsc2c(=O)n1CCC(=O)O (stereo not given)
→ 10	-8	-22	-13	8	-2	10	3	3	4	5
> Cc1ccc(CNC(=O)C(C(=O)NCc2ccc(C)o2)c2ncc(C(F)(F)F)cc2Cl)o1
→ 6	18	-5	7	-3	0	4	15	16	-9	-5
> Cc1cc(C)n2nc(SCC(=O)N3CCN(c4ccc(F)cc4)CC3)nc2n1
→ 0	2	-1	-5	-20	2	6	3	19	0	-2

# 2 records drawn at random from those above, as already listed:
# Every second line gives: KKLEB tox	Peg3 prom inh	TROY NFkB inh	Shn3 inh set2	NR2E3 ag-1	NR2E3 ag-2	TRPM1 prom inh	TWEAK Fn14 block	HIF-2a block	CF NFkB inh	C8 TRAIL sens
> Cc1cccc(C)c1NC(=O)CN(C)CC(=O)Nc1ccccc1Oc1ccccc1
→ -5	13	1	0	12	4	-2	52*	20	-1	-6
> COCCn1c(-c2ccccc2)nc2oc3ccccc3c(=O)c2c1=O
→ -3	-5	-11	9	-11	-1	-4	-21	-13	-13	-16

# Screens (PubChem BioAssay)
